From PubChem BioAssay
HSP90 inh: HSP90 inhibitors, primary screen, cell lysate, luminescence; Heat shock protein HSP 90 (rabbit reticulocyte lysate; luciferase refolding); Rabbit reticulocyte lysate, luciferase refolding luminescence, 3 h; inhibition, % at 5.6 µM; 0.91% of 290,000 active; AID 1789, 2009;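 active means inhibition above the screen-wide mean plus 3 SD, computed separately per campaign, cut at about 16% in these data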;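 further: 0% = DMSO wells and 100% = 60 µM geldanamycin wells; inhibitors lower the luminescence because luciferase stays unfolded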
Dyrk1A ADPGlo: rat Dyrk1A kinase inhibitors, primary screen, biochemical, single point, plate reader; Dual specificity tyrosine-phosphorylation-regulated kinase 1A (Rattus norvegicus), Q63470; ADP-Glo luminescence, NFATc1 peptide; inhibition, % at 12.5 µM; 0.43% of 310,000 active; AID 504441, 2011; in the data active means inhibition above about 50%;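 further: plate controls were vehicle with enzyme for no effect and no enzyme for full effect; many of its hits are not listed in these tables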
HSF1 inh: HSF1 inhibitors in luciferase reporter cells, primary screen, cell-based, NIH3T3, luminescence; AID 2098, 2009; NIH3T3-HGL HSE-luciferase, MG132-induced, luminescence 8 h; active compounds read low; 0.77% of 300,000 active; activity change, negative = inhibition, % at 7.5 µM (by protocol);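 active means more than half of replicate wells show activity change below -50%, luminescence cut by over half; inconclusive means some wells, but at most half, below -50%; inactive means no replicate well below -50%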;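 further: luciferase reports HSF-1 transcriptional activity via heat shock element; 0% = median of DMSO wells and -100% = zero luminescence signal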
Platelet DG rel: inhibitors of platelet dense granule secretion, primary screen, cell-based, MLPCN, human platelets; human platelet-rich plasma, SFLLRN dense granule ATP release, luminescence; 0.22% of 300,000 active; inhibition, %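 (compounds screened at 7.5 µM in platelet-rich plasma)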;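 active means mean replicate score, as percent of positive control, at or above 50; inconclusive means mean below 50 but at least one replicate at or above 50; inactive means mean and every replicate below 50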
aSyn 5UTR inh: MLPCN primary screen, SNCA 5' untranslated region. alpha-synuclein 5'UTR reporter, inhibitor activity. inhibition, % (tested at 7.5 µM). 0.82% of 300,000 active. AID 1813, 2009; in the data active means inhibition above about 60%; inconclusive means no clear call, values can overlap the other calls;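 further: H4 neuroglioblastoma cells stably carrying SNCA 5'UTR luciferase fusion; 0% = DMSO wells and 100% = positive control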
GSK3 alpha inh: blockers of GSK3A enzyme activity – biochemical, luminescence, cell-free homogeneous, HTS, primary screen; inhibition, % at 10 µM; AID 2650, 2010; GSK-3 alpha kinase, ADP-Glo luminescence, 60 min; 0.1% of 320,000 active; Glycogen synthase kinase-3 alpha (Homo sapiens), P49840;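 in the data active means inhibition above about 50%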;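 further: GST-tagged GSK-3 alpha with peptide substrate and 25 µM ATP; 0% = DMSO neutral wells and 100% = GW8510 positive control wells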
Target sequence (P49840 whole entry, looked up): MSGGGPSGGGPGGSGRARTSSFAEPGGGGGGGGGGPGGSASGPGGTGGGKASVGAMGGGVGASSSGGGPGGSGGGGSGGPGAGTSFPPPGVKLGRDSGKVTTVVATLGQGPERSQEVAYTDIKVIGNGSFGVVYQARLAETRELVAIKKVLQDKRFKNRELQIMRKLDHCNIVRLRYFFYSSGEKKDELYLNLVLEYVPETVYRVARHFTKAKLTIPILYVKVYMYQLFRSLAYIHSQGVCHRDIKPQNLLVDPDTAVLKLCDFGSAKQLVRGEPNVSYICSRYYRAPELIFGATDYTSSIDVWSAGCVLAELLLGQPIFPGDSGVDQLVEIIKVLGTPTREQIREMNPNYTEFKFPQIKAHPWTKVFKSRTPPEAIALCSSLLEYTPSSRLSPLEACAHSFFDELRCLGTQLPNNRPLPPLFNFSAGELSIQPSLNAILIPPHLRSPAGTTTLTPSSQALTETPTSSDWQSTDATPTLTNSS
KLF5 inh: KLF5 expression inhibitors, primary screen, DLD-1 cells, luminescence; DLD-1 KLF5 promoter-luciferase reporter; inhibition, % at 5 µM; 0.23% of 290,000 active;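 active means inhibition above a per-plate limit of that plate's mean compound inhibition plus 3 SD, cut at about 60% in these data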;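 further: 0% = DMSO wells and 100% = LY294002 at 200 µM; higher means less KLF5 promoter-driven luciferase light; inactives centre near -14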
GSK3B inh: human GSK3beta kinase inhibitors, primary screen, biochemical, cell-free homogeneous, HTS | activity score (negative = inhibition), % at 10 µM | GST-GSK3beta kinase, ADP-Glo luminescence, 60 min; active compounds read low | 0.038% of 300,000 active | Glycogen synthase kinase-3 beta (Homo sapiens), P49841;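 active means more than half of replicate wells score below -50%, meaning over 50% inhibition versus plate controls; inconclusive means some replicates but at most half score below -50%; inactive means no replicate scores below -50%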;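 further: 0% = median DMSO wells and -100% = median GW8510 positive control wells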
Target sequence (P49841 whole entry, looked up): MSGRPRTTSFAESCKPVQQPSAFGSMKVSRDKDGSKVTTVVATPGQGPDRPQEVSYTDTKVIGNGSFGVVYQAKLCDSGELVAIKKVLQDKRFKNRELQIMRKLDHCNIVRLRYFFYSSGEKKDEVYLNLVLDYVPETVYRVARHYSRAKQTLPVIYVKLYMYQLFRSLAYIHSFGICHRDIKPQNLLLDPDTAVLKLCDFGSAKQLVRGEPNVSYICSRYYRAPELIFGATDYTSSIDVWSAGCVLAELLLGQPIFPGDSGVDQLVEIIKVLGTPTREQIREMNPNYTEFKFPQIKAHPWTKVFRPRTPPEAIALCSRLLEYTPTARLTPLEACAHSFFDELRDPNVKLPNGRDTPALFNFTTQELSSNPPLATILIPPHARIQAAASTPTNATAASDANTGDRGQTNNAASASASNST
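Test system – GST-tagged human GSK3beta kinase, cell-free · Incubation – 60 min enzyme reaction, room temperature · Signal – ADP-Glo luminescence · Also added – peptide substrate and ATP at 25 µM · Controls – DMSO neutral wells and GW8510 at 20 µM as positive · Buffer or medium – Tris/MgCl2 kinase buffer · Measure – Luminescence-derived activity versus plate DMSO and GW8510 wells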
HSF1 activator: HSF-1 activators, primary screen, NIH3T3-HGL cells, MG132 stress, luminescence, single point; NIH3T3-HGL HSF-1 luciferase reporter, 8 h; 100% = twice DMSO control signal; activation, % at 9 µM; 1.7% of 300,000 active;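 active means mean replicate activation of at least 50% with a set share of replicates each reaching 50%; inconclusive means only one of those two conditions met; inactive means mean below 50% and too few replicates reaching it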;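 further: 0% = median of the neutral control wells and 100% = twice that signal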
IEC-6 cytotox: cytotoxicity in IEC-6 intestinal epithelial cells, primary screen, cytotoxicity control for KLF5 inhibitor project, cell-based, luminescence | IEC-6 cytotoxicity, luminescence viability | inhibition, % at 5 µM | 0.78% of 290,000 active | AID 1825, 2009; in the data active means inhibition above about 22%;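 further: 0% = plate median of test compound wells and 100% = cytotoxic reference compound wells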
Active calls of the source: *; ? = inconclusive; . = not tested or not shown; & = joins results of further samples. This is a subset. The share of hits here may be higher or lower than overall.

SMILES	HSP90 inh	Dyrk1A ADPGlo	HSF1 inh	Platelet DG rel	aSyn 5UTR inh	GSK3 alpha inh	KLF5 inh	GSK3B inh	HSF1 activator	IEC-6 cytotox
Cc1ccc(-n2ncc3c(=O)n(CC(=O)NC4CCCCC4)cnc32)cc1	-2	0	5	-14	-3	3	18	2	9	2
Cc1c(Br)c(C(=O)N2CCc3ccccc32)nn1C	-2	0	4	17	-127	0	-46	0	24	-1
COC(=O)C1=C(C)N(Cc2ccco2)C(=O)N[C@H]1c1ccc(Br)cc1	2	.	2	2	24	-2	-12	-3	1	-2
O=c1[nH]c(C2CCN(S(=O)(=O)c3ccccc3F)CC2)nc2c1nnn2Cc1ccc(F)cc1	2	9	-2	-6	-6	-3	5	.	25	-2
O=C(NCCCN1CCCC1=O)c1cccc(S(=O)(=O)N2CCN(c3ccccc3)CC2)c1	-2	.	0	-4	2	-1	-13	1	1	-4
COc1ccc(N(CC(=O)NCc2ccccc2)S(=O)(=O)c2c(C)nn(C)c2C)cc1	-1	1	-6	2	-13	1	0	0	0	-1
O=C(CCn1nc(-c2ccc(Cl)cc2)ccc1=O)NCc1cccnc1	1	-5	5	-5	-33	-2	-35	0	6	-6
CCCCCN(C(=O)CCC(=O)OCc1ccc(C(C)(C)C)cc1)c1c(N)n(CCCC)c(=O)[nH]c1=O	1	0	-2	-1	32	-4	-20	1	2	-5
CCCC(NC(=O)Cc1c(C)c2cc3c(C)c(C)oc3c(C)c2oc1=O)C(=O)N[C@@H](Cc1ccccc1)C(=O)O (some centres undefined)	-4	6	-1	1	27	2	2	2	-4	5
CC1(C)CC(=O)C(C=NCCN2CCNCC2)=C(O)C1	0	-3	-11	-5	-10	-1	-27	0	19	-8
N#Cc1nc(-c2ccccc2F)oc1N1CCCCC1	-3	14	1	1	-8	-1	-35	-2	25	-2
O=C(NCC1CCCO1)C1CCCN(S(=O)(=O)c2cccc3nsnc23)C1 (centres undefined)	2	-8	-7	0	9	-1	-16	3	-9	0
Cc1csc(N2CCCC2=O)n1	-1	0	8	9	13	1	11	-1	-11	-6
C[C@@H](C(=O)NC1CCCCC1)N1C(=O)N2CCc3c([nH]c4ccccc34)[C@@]2(C)C1=O	-4	-2	6	-3	5	-2	-8	-1	1	-2
O=C1C2CCCN2C(c2ccccc2)N1c1cccc(Cl)c1 (centres undefined)	-2	6	-2	2	3	-5	3	3	7	-1
CC(C)(C)N(Cc1ccccc1)C(=O)COc1cccnc1[N+](=O)[O-]	-3	-2	-1	11	-12	0	-23	2	-10	-1
CC(C)c1ccc(OCC(O)CN2CCN(c3ccccc3)CC2)cc1 (centres undefined)	3	-2&-5	-10	4	-10	2	-14	3	-21	-5
CN1CC(=O)N(CC(=O)NCc2ccc3c(c2)OCO3)C1=O	2	4	-5	1	-6	-1	-22	0	-2	7
COc1ccc(CNCCC2(C(C)C)CCOC(C)(C)C2)cc1 (centres undefined)	4	19	1	-28	-13	-4	-5	1	4	1
Cc1cc(C)cc(N=C2SC(CC(=O)Nc3ccccc3)C(=O)N2CCN2CCOCC2)c1 (centres undefined)	-1	.	-2	-1	14	2	-5	-6	7	2
Cc1cc(C)cc(N2C(=O)C3NN=C(C(=O)OCc4ccccc4)C3C2=O)c1 (centres undefined)	-3	9	1	2	3	0	7	3	-8	11
CC(OC(=O)c1cccc(-n2cnnn2)c1)C(=O)Nc1ccc(N(C)C)cc1 (centres undefined)	.	-4	0	2	0	-3	.	0	14	.
Cc1c(CC(=O)NCC(=O)O)c(=O)oc2cc3oc4c(c3cc12)CCCC4	4	-4	8	-5	11	0	12	2	-10	2
O=C(Nc1cccc(OC(=O)c2cccnc2)c1)c1cccnc1	2	3	2	10	-23	4	-4	2	-1	8
N#C/C(=C\c1ccc(Cl)cc1)C(=O)Nc1cccnc1	-1	-1	6	-2	-13	-2	-18	4	41	1

(more compounds)
SMILES	HSP90 inh	Dyrk1A ADPGlo	HSF1 inh	Platelet DG rel	aSyn 5UTR inh	GSK3 alpha inh	KLF5 inh	GSK3B inh	HSF1 activator	IEC-6 cytotox
CCn1cc(C(=O)O)c(=O)c2cc(F)c(N3CCN(C(=S)NC(=O)c4cccc(F)c4)CC3)cc21	9	0	-6	1	9	-1	-29	3	9	-3
O=[N+]([O-])c1ccccc1S(=O)(=O)N1CCN(C2CCCC2)CC1	-4	-2	-2	3	-13	-2	-24	-2	10	-8
CCN(CC(=O)NC1CCS(=O)(=O)C1)S(=O)(=O)c1ccccc1 (centres undefined)	-4	16	0	?	22	1	-19	1	-9	-9
COc1cccc(-c2nn(-c3ccccc3)cc2CO)c1	-3	42	4	-3	-127	6	-49	-4	14	2
O=C(CSc1nc(=O)n(CCCN2CCOCC2)c2c1CCC2)Nc1ccc(F)cc1F	.	0	-2	0	1	-3	.	4	-9	.
CC(C)n1nnnc1SCC(=O)Nc1ccccc1F	-1	-4	2	9	-10	1	0	3	16	-2
CC(=O)c1c(C)[nH]c(C(=O)OCC(=O)N(C)c2c(N)n(Cc3ccccc3)c(=O)[nH]c2=O)c1C	.	-3	-2	6	9	1	.	1	-17	.
CN(C)C1(CNC(=S)Nc2ccccc2C(F)(F)F)CCCCC1	2	7	.	7	.	-5	-4	2	.	-2
CC1=C(C(=O)OCc2ccc3c(c2)OCO3)C(c2ccc(O)c([N+](=O)[O-])c2)NC(=O)N1 (centres undefined)	0	2	-29	3	4	3	-31	0	-32	-4
CCOc1ccc(C(=O)NCCO)cc1	-1	-3	-3	0	3	10	-35	2	1	0
O=C1CSC(c2ccc([N+](=O)[O-])cc2)N1Cc1ccccc1 (centres undefined)	-1	3	-3	10	33	-2	-22	1	16	1
COc1nc(-c2ccc(Cl)cc2)ccc1-c1noc(-c2cccs2)n1	-4	-3	-3	0	-4	-1	12	-2	-5	-3
Cc1nn(-c2ccc(F)cc2)c2nc(N)c(C#N)c(-c3cccs3)c12	4	-3	4	4	36	-1	-17	0	2	3
Cc1oc(-c2ccccc2F)nc1CS(=O)CC(=O)NCc1ccccn1 (centres undefined)	0	0	-3	6	25	1	-15	-1	3	0
CN(C)C(CNC(=O)c1ccc([N+](=O)[O-])cc1Cl)c1ccco1 (centres undefined)	-5	-5	-3	-1	-6	0	-26	1	-6	-9
Cc1cc(=O)[nH]c(CN2CCOCC2)n1	1	-20	0	1	-15	4	-43	-4	-9	-3
CCOc1ccc(-n2c(=O)c3sccc3n(CC(=O)NC3CCCCC3)c2=O)cc1	-3	9	-7	-1	-5	-2	-43	.	2	-3
CC(C)(C)n1nc2c(c1NC(=O)c1ccc(Cl)c([N+](=O)[O-])c1)CS(=O)(=O)C2	-5	3	4	0	-1	2	-6	0	-3	0
Cc1ccc(C)c(/C(O)=C2\C(=O)C(=O)N(CCCn3ccnc3)C2c2cccnc2)c1 (centres undefined)	10	4	16	22	20	-1	9	0	19	5
O=C(Nc1cccnc1)Nc1ccc(Cl)cc1Cl	-1	-4	11	-2	-49	-2	-25	5	0	-3
Cc1csc(=Nc2cccnc2)n1Cc1ccco1	0	-6	-1	2	-12	6	3	-1	0	8
NS(=O)(=O)c1ccc(CNC(=S)NCc2ccc(F)cc2)cc1	8	0	-1	29	1	5	-23	12	3	4
COc1ccc(S(=O)(=O)Nc2cc(C(=O)NC(C)C)ccc2N2CCOCC2)cc1	0	11	2	3	3	3	-16	2	-4	-1
CCOC(=O)/C(=N\Nc1ccccc1)c1csc(Nc2ccc(C)cc2)n1	1	-1	5	-19	-28	-2	-19	2	0	6
C[C@H](CCC(=O)O)[C@H]1CC[C@H]2[C@@H]3C(=O)C[C@@H]4CC(=O)CC[C@]4(C)[C@H]3CC(=O)[C@]12C	6	10	4	1	-19	-6	-4	0	5	-1

Additional structures follow.
SMILES	HSP90 inh	Dyrk1A ADPGlo	HSF1 inh	Platelet DG rel	aSyn 5UTR inh	GSK3 alpha inh	KLF5 inh	GSK3B inh	HSF1 activator	IEC-6 cytotox
CC(C)Cc1ccc(CN2CCCC(NC(=O)Cn3cnnn3)C2)cc1 (centres undefined)	1	9	-5	3	-18	-1	-17	2	-8	-8
Cc1ccc(C)n1-n1cnc2sc3c(c2c1=O)CCCCC3	-7	18	3	-2	10	0	-18	-1	22	-1
CC(NC(=O)C1CCCC1)c1ccc2c(c1)OCCO2 (centres undefined)	3	-1	-6	0	-3	-2	-16	-2	-1	3
CC(=O)Nc1ccc(NC(=O)C(C)OC(=O)CCC(=O)c2ccc(F)cc2)cc1 (centres undefined)	-5	0	-3	0	2	-1	-43	3	2	-10
Cc1ccc(NS(=O)(=O)c2ccc3c(c2)CCN3C(=O)CCC(=O)O)cc1Cl	4	-1	7	-7	-9	-3	-28	1	3	0
O=C(OCN1C(=O)c2ccccc2C1=O)c1ccco1	4	-8	1	19	-17	-1	-47	-2	6	-1
C[C@@]12CCC=C[C@H]1[C@H](c1ccc3ccccc3c1/C=C/c1ccccc1)N(Cc1ccccc1)C2=O	.	1	-37	0	21	.	.	1	-50	.
COC(=O)c1ccc(CSc2ncnc3sc(C)c(C)c23)o1	1	2	1	-3	21	2	-17	-1	-2	-12
N#Cc1ccccc1Cn1c(=O)n(Cc2ccc(C(=O)NCc3ccco3)cc2)c(=O)c2sccc21	-3	-6	0	3	33	-3	9	1	-3	5
CCOC(=O)C1CCCN(S(=O)(=O)c2cn(C)c(=O)n(C)c2=O)C1 (centres undefined)	-2	-5	-8	7	-11	-2	-7	0	-26	-13
COc1ccc([N+](=O)[O-])cc1/C=N/NC(=O)c1nonc1N	-4	-3	.	.	.	1	-22	0	.	2
O=S(=O)(Nc1ncccn1)c1ccc(NS(=O)(=O)c2cccc(Cl)c2Cl)cc1	2	1	-1	1	-18	-1	-21	2	10	-1
O=C(C[C@H]1C(=O)N(CCc2ccccc2)C[C@@H]1Cc1ccccc1)Nc1ccccc1	1	4	24	-1	-13	2	14	4	48	-1
CN1CCN(S(=O)(=O)c2ccc(NC(=O)c3ccco3)cc2)CC1	-3	5	4	-10	-4	0	-10	2	-11	-1
COc1cc(CNS(=O)(=O)c2ccc3c(c2)CC(C)N3C(=O)C2CCC2)cc(OC)c1OC (centres undefined)	-3	.	3	-5	-8	3	7	-2	0	2
CCn1c2ccccc2c2cc(/C=N/O)ccc21	-1	80*	-15	8	2	-1	-11	-23	1	3
COc1ccc2nc(/C=N/NC(=O)CCCCCNC(=O)OC(C)(C)C)ccc2c1	5	.	-34	-12	-70	-2	-107	-1	-36	-5
